Assay outcomes from PubChem BioAssay.
STK33 kinase inh: inhibitors of purified STK33 kinase, primary screen, biochemical, ADP-Glo luminescence, homogeneous, cell-free | MBP phosphorylation | 320,000 compounds, 0.073% hits | Serine/threonine-protein kinase 33 (Homo sapiens), Q9BYT3 | inhibition, % at 10 µM;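 active = inhibition at or above 25%, using the most active replicate where run in duplicate; inactive = inhibition below 25%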
KCNQ2 inh: KCNQ2 potassium channel inhibitors, primary screen, cell-based, CHO-K1, FluxOR thallium flux, B-score (AID 2156) | Potassium voltage-gated channel subfamily KQT member 2 (Rattus norvegicus), O88943 | 20 min; stronger effect = lower value | 310,000 compounds, 1.1% hits | B-score at 10 µM;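 active = fluorescence ratio B-score at most minus 3 library SDs, with starting brightness B-score within 2 library SDs, cut at about -5.5 in these data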
Target sequence (O88943 whole entry, looked up): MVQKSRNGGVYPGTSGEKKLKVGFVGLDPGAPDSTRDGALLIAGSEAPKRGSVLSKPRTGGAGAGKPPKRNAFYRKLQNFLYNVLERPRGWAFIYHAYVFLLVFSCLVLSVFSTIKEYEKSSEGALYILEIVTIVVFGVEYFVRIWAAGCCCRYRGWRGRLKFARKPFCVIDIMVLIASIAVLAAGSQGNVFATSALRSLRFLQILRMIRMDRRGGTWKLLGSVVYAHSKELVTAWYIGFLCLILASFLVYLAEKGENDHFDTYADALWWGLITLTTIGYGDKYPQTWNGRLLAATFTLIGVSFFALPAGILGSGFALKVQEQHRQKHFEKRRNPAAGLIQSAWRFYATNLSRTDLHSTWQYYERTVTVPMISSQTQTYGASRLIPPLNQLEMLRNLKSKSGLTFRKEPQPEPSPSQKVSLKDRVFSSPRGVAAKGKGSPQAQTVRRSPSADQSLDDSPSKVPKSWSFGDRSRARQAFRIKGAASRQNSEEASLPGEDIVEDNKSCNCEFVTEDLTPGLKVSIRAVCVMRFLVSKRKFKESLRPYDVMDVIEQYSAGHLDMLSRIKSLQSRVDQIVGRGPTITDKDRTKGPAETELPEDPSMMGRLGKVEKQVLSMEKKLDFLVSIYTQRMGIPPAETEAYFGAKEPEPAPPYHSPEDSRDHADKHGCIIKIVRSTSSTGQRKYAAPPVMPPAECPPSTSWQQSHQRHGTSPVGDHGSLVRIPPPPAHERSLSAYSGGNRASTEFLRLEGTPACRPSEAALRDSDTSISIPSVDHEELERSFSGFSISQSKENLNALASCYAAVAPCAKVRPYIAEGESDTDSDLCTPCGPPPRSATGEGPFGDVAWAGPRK
Kir21 block: inhibitors of mouse Kir2.1 inward-rectifier potassium channel. HEK293-Kir2.1, FluxOR thallium flux fluorescence; stronger effect = lower value. B-score at 10 µM. 310,000 compounds, 0.85% hits;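 active = fluorescence ratio B-score at or below minus 3 SD of library scores, with starting-brightness B-score within 2 SD, cut at about -4.2 in these data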;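 also: channel flux triggered by added potassium and thallium sulfate stimulus; B-score of peak minus minimum fluorescence over baseline after thallium stimulus; more negative B-score means stronger Kir2.1 block with less thallium influx; some compounds called inactive have numbers as strong as hits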
* hit, by the source's call; i = inactive; . = no result given.

Each structure is followed by: STK33 kinase inh | KCNQ2 inh | Kir21 block
C=CCc1cc(Cl)ccc1OCCCNC(C)CC (stereo not given)
 : 0.3 | i | -3.13
c1ccc2c(OCCCN3CCCCCC3)cccc2c1
 : -0.3 | i | -0.65
Cc1ccc(C)n1-c1cccc(C(=O)O)c1
 : -1.2 | i | -0.03
CCN(CC)CCNC(=O)Cn1cnc2sc(C)c(S(=O)(=O)N3CC(C)CC(C)C3)c2c1=O (stereo not given)
 : -1.3 | i | 0.17
Cn1c(=O)n(CCc2ccccc2)c(=O)c2c1nc1n2CCCN1c1ccccc1
 : -0.1 | i | -0.19
Cn1cc(CN2CCN(c3cnccn3)CC2)c(-c2cccc(Cl)c2)n1
 : -0.7 | i | -0.03
O=C(NC(Cc1ccccc1)C(=O)N1CCCC1C(=O)O)c1ccccc1 (stereo not given)
 : 0.8 | i | 0.67
CC(C)N(C(=O)COC(=O)[C@H](C)NC(N)=O)c1ccccc1
 : -1.1 | i | 0.54
O=C(/C=C/c1ccc(N2CCC(c3ccccc3)=N2)cc1)c1ccccc1
 : 0.5 | i | -10.3
Cc1ccnc(N/C=C(\C#N)c2nc(-c3cccc(Br)c3)cs2)c1
 : 0.2 | i | -1.21
CC1CN(C(=O)c2cccs2)CCN1C(=O)c1cccs1 (stereo not given)
 : -1.0 | i | 1.26
Cc1ccc(C)c(NC(=O)C2CCCN(S(=O)(=O)c3ccc4[nH]c(=O)ccc4c3)C2)c1 (stereo not given)
 : -1.9 | i | 0.29
Cn1nccc1NS(=O)(=O)c1ccc(F)cc1
 : 1.1 | i | 1.69
Cn1c(/N=C/c2ccccc2[N+](=O)[O-])nc2ccccc21
 : 2.4 | i | 2.71
COc1ccc(/C=C/C(=O)c2ccc(O)cc2)cc1CN1CCOCC1
 : 11.2 | i | 0.68
CC(=O)Nc1cccc(C(=O)OCC(=O)NCc2ccc(F)cc2)c1
 : -1.4 | i | -0.62
CCCCOc1ccc(C(=O)NCC(=O)OCC(=O)N2CCN(S(=O)(=O)c3ccc(C)cc3C)CC2)cc1
 : -0.3 | i | 0.09
COc1cccc(-n2nc(C(=O)O)c3ccccc3c2=O)c1
 : -1.1 | i | -0.5
CC(NC(=O)c1ccc2c(c1)C(=O)N(Cc1cccnc1)C2=O)c1ccccc1 (stereo not given)
 : -0.7 | i | 1.21
COc1ccc(CNC(=O)C2CCN(C(=O)Cc3ccccc3)CC2)cc1
 : 0.9 | i | 0.82
COc1ccc(/C=C/C(=O)NC(C)CCc2ccccc2)cc1OC (stereo not given)
 : 0.1 | i | 0.7
CS(=O)(=O)N(CC(=O)NCc1ccco1)c1ccc(OCc2ccccc2)cc1
 : -1.3 | i | 0.2
Cc1ccc2nc(C)c(C(=O)N/N=C/c3ccc(N4CCOCC4)cc3)cc2c1
 : -3.1 | i | -0.39
COc1ccccc1CNC(=O)CS(=O)Cc1nc(-c2ccccc2C)oc1C (stereo not given)
 : 1.0 | i | 1.86
COc1cccc(NS(=O)(=O)NC(=O)c2cn(C)c3ccccc23)c1
 : -0.2 | i | 0.41
O=C(O)c1cnc2ccccc2n1
 : -0.2 | i | 0.67
O=C(Nc1ccnn1C1CCN(C(=O)c2ccc(F)c(Cl)c2)CC1)C1CC1
 : -0.7 | i | -0.08
Cc1c(C(=O)OCC(=O)Nc2ccccc2OC(F)F)cccc1[N+](=O)[O-]
 : -0.7 | i | 0.51
Cc1ccc(NC(=S)Nc2cccc3ccccc23)cc1F
 : -1.1 | i | -1.07
CCOC(=O)c1ccccc1NC(=O)CSC(C)C(=O)Nc1cc(C)on1 (stereo not given)
 : -1.1 | i | -0.07
c1ccc(CSc2ncnc3c2oc2ccccc23)cc1
 : -2.3 | i | -0.71
CCOP(=O)(OCC)/C(=N/OC(=O)c1cccc([N+](=O)[O-])c1)C(N)=O
 : -1.3 | i | -1.09
COC(c1ccc(Cl)cc1)(c1ccc(Cl)cc1)C(Oc1nccc(C)n1)C(=O)O (stereo not given)
 : -1.7 | i | -0.42
COc1ccc(N2CCN(C(CNS(=O)(=O)c3ccc4c(c3)OCCO4)c3ccco3)CC2)cc1 (stereo not given)
 : -1.7 | i | 0.57
Nc1nonc1C(=O)NCCNS(=O)(=O)c1ccc(F)cc1
 : -2.2 | i | -0.02
COc1ccc(NC(=O)CSc2nc3c([nH]c4ccccc43)c(=O)n2C)cc1
 : -1.3 | i | 1.01
C#CC[N+](C)(C)CCCCCCCC
 : 1.5 | i | 0
Cc1cc(C(=O)Nc2ccccc2)c(C)o1
 : -1.5 | i | 0.02
COc1ccc(C(=O)N2c3ccccc3CC2C)cc1OC (stereo not given)
 : -1.9 | i | 0.08
Cc1sc(NC(=O)CSc2ncn(-c3ccccc3)n2)nc1-c1ccccc1
 : -0.6 | i | -1.2

Quoted from the listing for reference:
Each structure is followed by: STK33 kinase inh | KCNQ2 inh | Kir21 block
c1ccc(CSc2ncnc3c2oc2ccccc23)cc1
 : -2.3 | i | -0.71
CCOP(=O)(OCC)/C(=N/OC(=O)c1cccc([N+](=O)[O-])c1)C(N)=O
 : -1.3 | i | -1.09
COC(c1ccc(Cl)cc1)(c1ccc(Cl)cc1)C(Oc1nccc(C)n1)C(=O)O (stereo not given)
 : -1.7 | i | -0.42

(listing goes on)
Each structure is followed by: STK33 kinase inh | KCNQ2 inh | Kir21 block
COc1ccc(/C=C/C(=O)N(C(C)C)C(C)C)cc1Br
 : 0.4 | i | -0.59
O=C(Nc1ccc2c(c1)OCCO2)c1ccc(Cl)c([N+](=O)[O-])c1
 : -1.4 | i | -0.16
Nc1cccc(-c2cnc3ccccc3n2)c1
 : 0.6 | i | 0
COc1ccc2cc3c(N)nn(C(=O)c4ccccc4[N+](=O)[O-])c3nc2c1
 : -0.5 | i | 0.31
COc1ccccc1C1(O)CCN(CC(=O)Nc2nc(-c3ccccc3)cs2)CC1
 : 1.9 | i | 0.15
COC(=O)c1ccccc1S(=O)(=O)NCc1nc2nc(C)cc(C)n2n1
 : -1.0 | i | 0.58
Cc1nc2scc(C)n2c(=O)c1S(=O)(=O)NCc1ccc(F)cc1
 : -0.1 | i | 0.8
O=C(Nc1ccccc1N1CCCC1)c1cccc(F)c1
 : -0.4 | i | 0.58
Nc1ncc([N+](=O)[O-])c(N2CCCCCC2)n1
 : 4.3 | i | 0.14
CCOc1ccc(NC(=O)CSc2nc(C)c3c(c2C#N)CCCC3)cc1
 : -0.8 | i | -0.4
COC(=O)C(=C/C=C/N1CCOCC1)C(=O)OC
 : -1.5 | i | -0.37
Cc1ccc(S(=O)(=O)Oc2ccccc2/C=N/NC(N)=S)cc1
 : -2.0 | i | -0.07
Cn1c(=O)n(C)c2cc([N+](=O)[O-])c(N3CCN(S(=O)(=O)c4ccc(C(C)(C)C)cc4)CC3)cc21
 : -2.3 | i | 3.23
Cc1c(N2C(=O)CS/C2=N\N=C\c2ccc(Br)cc2)c(=O)n(-c2ccccc2)n1C
 : 1.0 | i | 1.87
CCn1ccnc1CN(C)C(=O)c1ccc2nc(Cc3ccc(OC)cc3)oc2c1
 : 3.7 | i | -0.43
CC(OC(=O)CCCN=C1NS(=O)(=O)c2ccccc21)C(=O)Nc1ccc(F)c(F)c1F (stereo not given)
 : -1.3 | i | 0.39
Cc1onc(-c2ccccc2)c1C(=O)NC(=S)Nc1sc2c(c1C#N)CCC(C)C2 (stereo not given)
 : -1.1 | i | -0.03
O=c1[nH]c2ccccc2n1CCCN1CCCCC1
 : -1.0 | i | -0.04
CCCN(CCC)CC(O)Cn1cc(/C=C/C(=O)c2ccccc2)c2ccccc21 (stereo not given)
 : . | -6.3* | -4.18
Cc1cccc(Oc2ccc3c(c2)cc(C(=O)O)n3C)c1
 : 0.1 | i | -0.22
Cc1cccc(C)c1-n1c(C)nn(CC#N)c1=O
 : -1.1 | i | 0.09
CC(C)OCCCNc1ncc2c(n1)CC(c1ccccc1)CC2=O (stereo not given)
 : 3.4 | i | -1.14
COc1ccc(CC(=O)NCc2nnc(SCc3ccc(C)cc3)n2C)cc1
 : -1.8 | i | -0.36
COc1cc(/C=N/NC(=O)Cn2nc([N+](=O)[O-])cc2C)cc(Br)c1OCc1ccccc1
 : 0.0 | i | -2.33
CCN(CC)C(=O)Cn1c(=O)n(CC(=O)N2CCCCC2)c(=O)c2sccc21
 : -1.4 | i | -0.65
Cc1ccc(-n2nc3ccc(NC(=S)NC(=O)/C=C/c4ccco4)cc3n2)cc1
 : -0.9 | i | 0.92
O=c1[nH]c(SCc2cccc(Cl)c2)nc2[nH]ncc12
 : -1.3 | i | -1.06
Cc1c(C(=O)Nc2ccc(Cl)cc2)c2ccccn2c1C(=O)c1ccc(F)cc1
 : 0.2 | i | -3.01
CCN(CC)C(=O)c1cc(Cl)ccn1
 : -1.1 | i | 2.03
CC(Cl)C(=O)Nc1cc(C(F)(F)F)ccc1N1CCOCC1 (stereo not given)
 : -0.9 | i | -0.57
COc1ccc(CC(C(=O)Nc2ccc(OC)cc2)c2nn[nH]n2)cc1 (stereo not given)
 : 0.5 | i | 1.89
Cc1ccc(NC(=O)ON=C2CCCC2)cc1
 : -0.5 | i | 1.8
CCn1c(CC(=O)Nc2ccc(C)cc2)nnc1SCC(=O)NCCc1ccccc1
 : -1.5 | i | -2.98
Cc1oc(-c2ccc3c(c2)OCCO3)cc1C(=O)NC(Cc1ccccc1)C(=O)O (stereo not given)
 : 0.0 | i | -1.25
NC1=NC(=O)S/C1=C\c1ccc(O)cc1
 : 4.3 | i | 1.32
CC(C)(C)c1ccc(CN(Cc2ccco2)Cc2nnnn2C2CCCC2)cc1
 : -0.6 | -12.4* | -0.16
Cn1nc(NC(=O)C(C)(C)C)c2c(F)cccc21
 : -1.1 | i | 0.01
Cn1c(-c2sc(=S)n(-c3ccccc3)c2N)nc2ccccc21
 : -1.1 | i | 0.4
O=C(/C=C/c1ccccc1)NC(=S)Nc1ncccn1
 : 1.4 | i | -0.05
CCC(=O)N/C(N)=N/c1nc2ccccc2o1
 : 0.1 | i | 0.82
O=C(NNS(=O)(=O)c1ccccc1)c1ccc(S(=O)(=O)N2CCCCC2)cc1
 : -2.8 | i | -0.27
Cn1c(CCN2CCCCCC2)nc2cc(NC(=O)Nc3ccccc3)ccc21
 : -1.9 | i | -0.03
CCCc1cc(C(=O)N2CCCC(Cc3ccccc3C)(C(=O)OCC)C2)no1 (stereo not given)
 : 1.4 | i | -1.32
Cc1ccc(Nc2ccc(C(=O)NCCc3ccccc3)cn2)cc1
 : -0.7 | i | -0.29
Cc1ccc(Cn2ncn(-c3ccccc3)c2=O)cc1
 : -1.7 | i | 0.54
Cc1ccc(NS(=O)(=O)c2cccc(C(=O)NCC(c3cccs3)N(C)C)c2)cc1 (stereo not given)
 : -3.5 | i | -0.68
COc1cccc(C2CC(=O)C3=C(C2)Nc2ccccc2N(C(=O)CCC(=O)O)C3c2ccc(F)cc2)c1 (stereo not given)
 : 0.1 | i | -0.12
COC(=O)c1sccc1NC(=O)c1cc(-c2cc(C)ccc2C)nc2ccccc12
 : -1.1 | i | 0.02
COc1cc(/C=C2/C(=O)NN(c3ccc(Cl)cc3)C2=O)cc(OC)c1O
 : 1.1 | i | -0.6
CC(=O)c1cccc(CN2CCC(CO)(CCCc3ccccc3)CC2)c1
 : 0.2 | i | -0.48

3 compounds out of the list, arranged by heavy-atom count, high to low:
Each structure is followed by: STK33 kinase inh | KCNQ2 inh | Kir21 block
COc1cccc(C2CC(=O)C3=C(C2)Nc2ccccc2N(C(=O)CCC(=O)O)C3c2ccc(F)cc2)c1 (stereo not given)
 : 0.1 | i | -0.12
CCCc1cc(C(=O)N2CCCC(Cc3ccccc3C)(C(=O)OCC)C2)no1 (stereo not given)
 : 1.4 | i | -1.32
Cc1ccc(Cn2ncn(-c3ccccc3)c2=O)cc1
 : -1.7 | i | 0.54

(continued)
Each structure is followed by: STK33 kinase inh | KCNQ2 inh | Kir21 block
CC1CCCC(C)N1C(=S)NCc1ccco1 (stereo not given)
 : 0.0 | i | 0.98
CCOC(=O)c1ccc(N2C(=O)C3CC=CCC3C2=O)cc1 (stereo not given)
 : -1.1 | i | 0.01
CCC(C)C(NS(=O)(=O)c1ccc(C)cc1)C(=O)O (stereo not given)
 : 0.4 | i | 0.55
CC1Cc2cc(S(=O)(=O)N3CCN(c4cccc(Cl)c4)CC3)ccc2N1C(=O)C1CC1 (stereo not given)
 : -1.0 | i | 0.6
COc1ccc(CCNC(=O)C2CCC(=O)N2S(=O)(=O)c2ccc(C)cc2)cc1 (stereo not given)
 : 0.4 | i | 0.18
COc1ccccc1C(=O)Nc1c(C(=O)N2CCN(C)CC2)oc2ccccc12
 : 0.8 | i | -1.19
CCOc1ccc(NC(=O)CSc2nnc(-c3ccco3)n2N)cc1
 : -0.8 | i | -0.42
Cc1cc(C)c2c(-n3cccc3)c(NC(=O)OC(C)C)sc2n1
 : 0.3 | i | -0.15
O=[N+]([O-])c1cccnc1NCc1cccs1
 : -0.3 | i | 1.44
CC(C)(C)n1nc2c(c1NC(=O)c1ccc(Br)cc1)CS(=O)C2 (stereo not given)
 : -0.8 | i | 1.46
[O-][n+]1ccccc1SCc1ccccc1
 : -1.0 | i | 1.22
Cc1onc(-c2c(Cl)cccc2Cl)c1C(=O)NC1C(=O)N2C1SC(C)(C)C2C(=O)O (stereo not given)
 : -2.1 | i | -0.56

Not a hit list; 1.9% or so of the library scored in one or more.
